Screening results as filed in PubChem.
Gli-Sufu block: Gli-Sufu pathway antagonists, primary screen, luciferase luminescence, Sufu-KO-LIGHT cells, uHTS | 0.74% of 340,000 active | inhibition, % at 5 µM | Sufu-KO-LIGHT fibroblasts, Gli luciferase reporter luminescence | AID 588413, 2011;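 active means inhibition above about 55%, limit read from the data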;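 further: 0% = DMSO-treated cells and 100% = wells with medium but no cells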
APJ antagonist: antagonists of human apelin receptor APJ, primary screen, CHO-K1 cells, beta-arrestin complementation, luminescence; inhibition, % at 20 µM; 0.32% of 330,000 active;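 active means inhibition above about 40% at 20 µM, limit read from the data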;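 further: cells challenged with 10 nM apelin-13 agonist together with compound; plate controls were apelin-13 plus DMSO wells for no effect and DMSO wells lacking apelin-13 for full effect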
EBI2 block: EBI2 receptor antagonists, beta-arrestin recruitment, primary screen, cell-based, luminescence, 7a,25-OHC stimulation, uHTS. 0.81% of 360,000 active. 7a,25-OHC stimulated. G-protein coupled receptor 183 (Homo sapiens), P32249. inhibition, % at 5 µM; in the data active means inhibition above about 38%;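 further: enzyme fragment complementation signal reports receptor beta-arrestin coupling in cells; 0% = agonist plus DMSO wells and 100% = wells without agonist; some results beyond the cut were filed as inactive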
Target sequence (P32249 whole entry, looked up, the tested form may be a part): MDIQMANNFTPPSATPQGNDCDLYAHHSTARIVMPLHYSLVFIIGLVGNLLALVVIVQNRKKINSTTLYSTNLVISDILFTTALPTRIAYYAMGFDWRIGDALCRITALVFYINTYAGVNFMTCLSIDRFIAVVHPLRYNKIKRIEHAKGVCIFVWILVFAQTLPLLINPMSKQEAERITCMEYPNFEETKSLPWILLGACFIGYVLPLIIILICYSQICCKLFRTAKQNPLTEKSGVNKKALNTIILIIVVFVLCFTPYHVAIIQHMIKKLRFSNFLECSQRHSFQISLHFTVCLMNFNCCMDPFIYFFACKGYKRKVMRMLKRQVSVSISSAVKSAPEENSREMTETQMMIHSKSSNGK
CCR6 antagonist: CCR6 receptor antagonists, primary screen, cell-based, CHO-K1, luminescence, beta-arrestin, uHTS; inhibition, % at 20 µM; AID 493098, 2011; 0.49% of 340,000 active; C-C chemokine receptor type 6 (Homo sapiens), P51684; CHO-K1 CCR6 PathHunter beta-arrestin, CCL20-stimulated;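 active means compounds whose inhibition of the agonist-driven luminescence signal at 20 µM reaches about 50%, limit read from the data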;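 further: cells stimulated with CCL20 at 14 nM final; plate controls were DMSO with CCL20 for no effect and DMSO without agonist for full effect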
Target sequence (P51684 whole entry, looked up): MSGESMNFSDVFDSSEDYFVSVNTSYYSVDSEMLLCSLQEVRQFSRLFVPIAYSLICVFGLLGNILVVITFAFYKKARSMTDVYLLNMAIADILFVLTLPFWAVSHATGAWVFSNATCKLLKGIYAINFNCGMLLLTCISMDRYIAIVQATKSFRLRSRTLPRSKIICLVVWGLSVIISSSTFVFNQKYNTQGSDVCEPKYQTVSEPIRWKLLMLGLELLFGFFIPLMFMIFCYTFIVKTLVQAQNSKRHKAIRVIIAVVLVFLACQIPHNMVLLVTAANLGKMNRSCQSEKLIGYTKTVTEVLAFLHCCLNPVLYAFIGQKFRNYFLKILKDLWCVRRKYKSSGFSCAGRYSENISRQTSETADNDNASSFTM
697 NFkB inh: inhibitors of PMA/ionomycin-induced NF-kB reporter, 697 cells, primary screen, B-cell NF-kB inhibitor project, cell-based, luminescence, uHTS | 697 B-cell NF-kB luciferase reporter, 16 h | inhibition, % at 4 µM | 0.33% of 330,000 active; in the data active means inhibition above about 35%
CXCR6 inh: CXCR6 receptor inhibitors, primary screen, cell-based, beta-arrestin, luminescence, CHO-K1 PathHunter, 1536-well; 0.36% of 360,000 active; inhibition, % at 20 µM; C-X-C chemokine receptor type 6 (Homo sapiens), O00574; in the data active means inhibition above about 34%, passing the limit was not always enough;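 further: antagonist mode with CXCL16 agonist at 10 nM final; 0% = 10 nM CXCL16 with DMSO and 100% = unstimulated wells without agonist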
Jurkat NFkB inh: inhibitors of induced NF-kB luciferase reporter, primary screen, TCR NF-kB activation inhibitor project, cell-based, luminescence, uHTS | 0.53% of 330,000 active | Jurkat, PMA/ionomycin-induced NF-kB luciferase reporter | inhibition, % at 4 µM | AID 435003, 2010; in the data active means inhibition above about 50%
UBC13 polyUb: UBC13 polyubiquitin chain formation inhibitors, primary screen, biochemical, TR-FRET, uHTS; inhibition, % at 20 µM; AID 485273, 2010; 0.47% of 330,000 active; in the data active means inhibition above about 45%, passing the limit was not always enough
Target sequence (P61088 whole entry, looked up): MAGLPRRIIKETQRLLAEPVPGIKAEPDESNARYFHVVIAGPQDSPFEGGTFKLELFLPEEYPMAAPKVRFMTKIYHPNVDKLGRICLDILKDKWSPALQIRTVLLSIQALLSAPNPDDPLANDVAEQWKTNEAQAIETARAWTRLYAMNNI
* hit, by the source's call; nt = no result given.

SMILES	Gli-Sufu block	APJ antagonist	EBI2 block	CCR6 antagonist	697 NFkB inh	CXCR6 inh	Jurkat NFkB inh	UBC13 polyUb
CCOc1ccc(/C=C/c2nc(C#N)c(NCCCN(C)C)o2)cc1	17	3	7	29	-20	-3	-9	9
Fc1cccc(Cl)c1CSc1nnnn1-c1ccc2c(c1)OCO2	-5	15	9	13	-4	4	37	-2
O=C1CN(CC(=O)N2CCOCC2)c2ccccc2O1	nt	-8	nt	nt	9	nt	6	-9
CCOc1ccc(N(CC(=O)OC)S(=O)(=O)c2ccc3c(c2)n(C)c(=O)c(=O)n3C)cc1	3	5	-2	0	2	8	3	-3
Cc1nn2c(N)c(C#N)cnc2c1-c1ccc(Cl)cc1	-7	11	-14	-6	2	-3	1	3
COc1cc(/C=C(\C#N)C(=O)Nc2ccc3ccccc3c2)c([N+](=O)[O-])cc1OC	1	-29	50*	10	-14	-20	-2	-16
Nc1nonc1C(=O)NCCc1ccccc1	-5	30	0	14	-7	3	-6	1
O=[N+]([O-])c1cccc(/C=N/n2cnnc2)c1	3	8	-8	13	8	-9	17	0
O=C1NC(=S)S/C1=C/c1ccc(N2CCOCC2)o1	-15	-1	0	62*	8	20	3	-204
COc1ccc(C(=O)Nc2ccccc2C(=O)NC(Cc2ccc(O)cc2)C(=O)NNC(=O)c2ccccc2)cc1 (stereo unspecified)	-20	-22	-2	17	-8	-6	-9	1
COCCNC(=O)/C(C#N)=C/c1ccc(-c2ccc(OC)cc2[N+](=O)[O-])o1	-1	-43	8	-2	35*	-10	1	-31
COc1ccc(NC(=O)NCc2ccccn2)cc1	2	6	-3	-1	7	-5	-7	12
CCOC(=O)c1sc2ncnc(OC)c2c1C	-15	7	-3	3	14	-2	1	-5
CCOC(=O)C1CCCN(C(=O)c2ccc(C)c([N+](=O)[O-])c2)C1 (stereo unspecified)	-2	3	-12	14	13	3	4	2
CCOc1ccccc1C(=O)N(C)CC(=O)Nc1ccc(OC)cc1	1	nt	-8	3	nt	-3	nt	nt
CN1C(=O)CSC1=NC12CC3CC(CC(C3)C1)C2	1	-9	9	18	8	-5	-4	8
O=C(/C=C/c1ccccc1)NC(=S)Nc1ncccn1	5	10	9	7	-24	-1	-1	5
COc1ccc(Cl)cc1NC(=O)c1cc(-c2cc(C)ccc2O)n[nH]1	-9	-19	16	1	17	-3	-11	-9
CC(C)(C)OC(=O)NCC(=O)NCC(=O)OCc1ccccc1	-1	16	4	4	12	-5	-7	0
O=c1cc(-c2ccc(O)cc2)oc2ccc(O)cc12	-61	-42	3	-1	-107	-3	-90	27
COc1ccc(C(=O)NCc2ccccc2)cc1Br	-1	1	-2	-4	14	-11	-1	-8
CC(=O)Nc1ccc(S(=O)(=O)Nc2cccc(C(=O)Nc3ccccc3C(=O)O)c2)cc1	-8	0	-11	-15	29	5	10	0
O=C(O)[C@H]1CCCC[C@H]1C(=O)Nc1ccc(S(=O)(=O)N2CCCCC2)cc1	-8	-1	0	8	3	-1	-24	-10
CCn1nc(C(=O)OCC(=O)c2ccc(F)cc2)c2ccccc2c1=O	0	-1	1	9	13	6	8	4
COc1cc(NC(=O)CSc2nnnn2Cc2ccccc2)cc(OC)c1	5	24	12	12	7	8	8	-6

Next part, overlapping the part above by seven compounds.
SMILES	Gli-Sufu block	APJ antagonist	EBI2 block	CCR6 antagonist	697 NFkB inh	CXCR6 inh	Jurkat NFkB inh	UBC13 polyUb
CC(C)(C)OC(=O)NCC(=O)NCC(=O)OCc1ccccc1	-1	16	4	4	12	-5	-7	0
O=c1cc(-c2ccc(O)cc2)oc2ccc(O)cc12	-61	-42	3	-1	-107	-3	-90	27
COc1ccc(C(=O)NCc2ccccc2)cc1Br	-1	1	-2	-4	14	-11	-1	-8
CC(=O)Nc1ccc(S(=O)(=O)Nc2cccc(C(=O)Nc3ccccc3C(=O)O)c2)cc1	-8	0	-11	-15	29	5	10	0
O=C(O)[C@H]1CCCC[C@H]1C(=O)Nc1ccc(S(=O)(=O)N2CCCCC2)cc1	-8	-1	0	8	3	-1	-24	-10
CCn1nc(C(=O)OCC(=O)c2ccc(F)cc2)c2ccccc2c1=O	0	-1	1	9	13	6	8	4
COc1cc(NC(=O)CSc2nnnn2Cc2ccccc2)cc(OC)c1	5	24	12	12	7	8	8	-6
N#Cc1nc(COc2ccc(Cl)cc2Cl)oc1N1CCN(c2ccccc2)CC1	-2	10	13	-1	18	2	10	8
O=C(Nc1ccccc1)Nc1cccc2ccccc12	-1	-19	0	9	8	-7	-7	20
Cc1ccc(CNC(=O)C2CCCN2C(=O)Nc2cccc(Cl)c2)cc1 (stereo unspecified)	4	9	1	14	-25	2	-4	0
CSCCC(NS(=O)(=O)c1ccc2c(c1)oc(=O)n2C)C(=O)NCc1ccccc1 (stereo unspecified)	3	17	-5	3	4	-8	9	-7
CCOc1ccc(C(=O)CSCCC(=O)O)cc1	16	16	-3	17	15	12	16	10
CC(=O)OCCNc1nc(-c2ccccc2)nc2ccccc12	1	9	-7	0	15	15	-5	2
C[C@H](CO)N1C[C@H](C)[C@@H](CN(C)S(=O)(=O)c2ccc(F)cc2)Oc2ccc(NS(=O)(=O)c3cccs3)cc2C1=O	20	17	0	14	-8	-4	10	-12
O=C(COC(=O)CCc1nc2ccccc2c(=O)[nH]1)Nc1ccccc1Cl	-36	-9	-5	16	-5	-3	-25	-4
CC(C)(C)n1nnnc1C(c1ccc(C#N)cc1)N1CCCC2(CCCCC2)C1 (stereo unspecified)	29	12	16	19	-5	5	31	-5
C(=C\c1ccccn1)/c1ccncc1	-10	-6	-9	-3	0	-1	-16	6
O=C(CC1NCCNC1=O)Nc1ccc2c(c1)OCO2 (stereo unspecified)	21	-2	2	1	12	2	15	10
CCC1Oc2ccc(C)cc2N(CC(=O)NCCN2CCOCC2)C1=O (stereo unspecified)	22	9	-2	0	3	1	1	1
CC(C)[C@H](NS(=O)(=O)c1ccccc1)C(=O)OCC(=O)Nc1ccccc1Sc1ccccc1	6	6	31	29	11	9	0	10
O=C(NC1CC1)c1ccc(F)cc1Cl	-9	22	0	11	-4	-4	-6	3
CCCN(CC(=O)Nc1ccccc1C)C(=O)C1CCN(c2ncnc3sc(C)c(C)c23)CC1	10	-3	-12	8	12	0	13	16
CCCCn1c(=O)c2c(c3ccccc31)OCC(=O)N2	nt	6	nt	nt	-17	nt	-15	-10
Cc1ccccc1N(CC(=O)NC(C)(C)C)C(=O)c1ccc(-c2ccccc2)[nH]1	nt	15	nt	nt	11	nt	11	6
CCCN(CCC)Cc1c(C(=O)N/N=C/c2ccncc2)nnn1-c1nonc1N	14	14	11	14	4	3	16	-3
Cc1cc(C)c(S(=O)(=O)N2CCN(C(=O)C(C)Cn3nc(C)nc3C)CC2)c(C)c1 (stereo unspecified)	10	4	6	14	-1	7	17	0
COc1cc(/C(C)=N/NC(=O)CSc2nc3ccccc3[nH]2)ccc1O	7	4	-8	11	13	4	-12	-8
Cc1ccc(C(=O)NCCN2CCOCC2)cc1Cl	19	3	-8	-25	-1	-1	-13	-6
CC(=O)c1cccc(S(=O)(=O)NC(C)C2CC3CCC2C3)c1 (stereo unspecified)	-4	12	4	19	2	-5	-12	-9
CC(=O)Nc1nnc(CSCc2ccccc2F)s1	-10	-1	-1	-11	-14	-10	-3	2
COC(=O)[C@H](Cc1ccccc1)NC(=O)[C@@H](N)CC(=O)OCc1ccccc1	-6	9	6	-2	13	-2	-8	6
Cc1ccc(N(CC(O)CN(C)C)S(=O)(=O)c2ccccc2)cc1 (stereo unspecified)	7	14	3	-13	0	3	-16	6

More entries:
SMILES	Gli-Sufu block	APJ antagonist	EBI2 block	CCR6 antagonist	697 NFkB inh	CXCR6 inh	Jurkat NFkB inh	UBC13 polyUb
O=C(COC(=O)c1ccccc1O)NC12CC3CC(CC(C3)C1)C2	1	-5	4	23	-4	-2	-5	4
CC(=O)Nc1ccc(C(=O)OCC(=O)N(c2ccccc2)C2CCS(=O)(=O)C2)cc1 (stereo unspecified)	-2	18	-1	1	1	4	6	5
CC(=O)Oc1ccc(-c2nc3cc(Cl)ccc3c(=O)o2)cc1	-2	-9	-1	7	5	-14	12	5
O=C(NCCCN1CCOCC1)c1cc(-c2ccc(F)cc2)nc2ccccc12	11	-6	1	13	12	-1	-9	12
Cc1ccc(N=Nc2c(N)n[nH]c2N)cc1	-29	7	-5	3	-14	6	-33	6
CC(=O)N(c1ccccc1)c1ccc([N+](=O)[O-])cc1[N+](=O)[O-]	-2	-35	-14	-7	-9	-19	23	-25
O=S(=O)(Cc1ccccc1Cl)NCCc1ccccc1	-3	-25	1	2	1	4	10	-5
COC(=O)c1cc(C(=O)OC)cc(S(=O)(=O)Nc2ccc(Cl)c(N)c2)c1	2	17	-5	3	-8	-1	9	6
Cc1ccc2nc(-c3ccc(NS(=O)(=O)c4ccccc4)cc3)sc2c1	-49	-4	5	-17	-24	-2	-39	13
O=C(CCCOc1ccccc1)N1CCN(c2ccccn2)CC1	7	15	8	9	-92	9	-85	3
O=[N+]([O-])/C=C/c1cc2ccccc2[nH]1	5	13	-46	25	-8	17	2	-13
CCc1c(C)sc(NC(=O)C2CC2)c1C(=O)OC(C)C	0	13	0	2	4	-6	3	20
COc1cc(CNCc2ccccc2)ccc1OCC(O)c1ccccc1 (stereo unspecified)	-2	15	-6	-5	-3	1	11	5
CC(=O)Nc1cccc(-c2cnc(N)c(C(=O)c3cccnc3)n2)c1	-6	12	1	7	-45	-12	21	-18
COc1ccc(CCNc2nnc(C)c(=O)[nH]2)cc1OC	36	3	1	-10	18	5	2	-4
O=C(O)CCCCCn1c(O)c(C=C2N=c3ccccc3=N2)sc1=S	0	15	5	12	-36	-2	-2	-27
COc1cccc(/C=N/n2c(C)nc3ccccc32)c1OC	0	8	-12	18	-25	-4	-10	-10
O=C(CSc1ncccc1C(=O)O)NCc1ccc(F)cc1	9	13	2	-15	3	2	5	-7
CN(C)S(=O)(=O)c1ccc(C(=O)OCCCN=C2NS(=O)(=O)c3ccccc32)cc1	4	3	-3	6	6	-10	1	-2
CCOC(=O)N1CCN(C(=O)CSc2ncnc3sccc23)CC1	-3	2	20	-1	3	-4	6	0
Cc1ccc(C(=O)NNC(=O)CCC(=O)Nc2cccc(Cl)c2C)cc1	-2	3	2	0	7	1	5	-1
CCOC(=O)CN(C(=O)CSc1nnc(C)n1-c1ccccc1)c1ccccc1	1	2	1	9	9	2	-13	-3
OC(COc1ccc2cc(Br)ccc2c1)CN1CCN(c2ccccn2)CC1 (stereo unspecified)	8	16	82*	-6	14	-13	4	9
CCc1sc(C(=O)N(CCCOC)c2c(N)n(CC(C)C)c(=O)[nH]c2=O)cc1C	3	8	-7	4	11	-8	2	5
NC1=NC(=O)/C(=C\c2ccsc2)S1	-5	-4	-10	5	11	-1	-4	-4

The list continues:
SMILES	Gli-Sufu block	APJ antagonist	EBI2 block	CCR6 antagonist	697 NFkB inh	CXCR6 inh	Jurkat NFkB inh	UBC13 polyUb
COc1ccc(CCNc2cc(C)nc3c(-c4ccc(Cl)cc4)cnn23)cc1OC	0	0	19	-1	13	3	-7	18
COc1cc(NC(=S)N2CCCCC2C)c(OC)cc1Cl (stereo unspecified)	-4	0	1	16	-16	4	-13	-4
COc1ccccc1OCCSc1nc2ccccc2n1CC(O)CO (stereo unspecified)	17	6	4	-3	-72	-4	-9	-5
Cc1ccc(Cl)cc1N1CCN(CC(O)COC(C)C)CC1 (stereo unspecified)	4	11	3	11	24	9	17	9
CC(C)CC(NC(=O)OC(C)(C)C)c1cn([C@@H](CCCCNC(=O)OC(C)(C)C)C(=O)N2CCN(C(=O)OC(C)(C)C)CC2)nn1 (stereo partly specified)	15	5	10	-4	3	-6	24	8
CC1CCc2[nH]c3ccc(C(=O)N(C)CC(=O)Nc4ccccc4Cl)cc3c2C1 (stereo unspecified)	2	22	18	8	11	-3	3	4
